OPRM1-OPRD1 inv: inverse agonists of MOR-DOR heterodimerization, primary screen, cell-based, luminescence. Mu-type opioid receptor (Homo sapiens) + Delta-type opioid receptor (Homo sapiens), …. cell-based MOR-DOR heterodimer luminescence, inverse agonism. inhibition, % at 9.3 µM. 340,000 tested, 0.21% active; in the data active = inhibition above about 22%, passing the limit was not always enough;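 note: 0% = cells with DMSO and 100% = wells without cells with DMSO; values of inactives mirror those of a sister screen read the other way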
Target sequence (P35372 whole entry, looked up): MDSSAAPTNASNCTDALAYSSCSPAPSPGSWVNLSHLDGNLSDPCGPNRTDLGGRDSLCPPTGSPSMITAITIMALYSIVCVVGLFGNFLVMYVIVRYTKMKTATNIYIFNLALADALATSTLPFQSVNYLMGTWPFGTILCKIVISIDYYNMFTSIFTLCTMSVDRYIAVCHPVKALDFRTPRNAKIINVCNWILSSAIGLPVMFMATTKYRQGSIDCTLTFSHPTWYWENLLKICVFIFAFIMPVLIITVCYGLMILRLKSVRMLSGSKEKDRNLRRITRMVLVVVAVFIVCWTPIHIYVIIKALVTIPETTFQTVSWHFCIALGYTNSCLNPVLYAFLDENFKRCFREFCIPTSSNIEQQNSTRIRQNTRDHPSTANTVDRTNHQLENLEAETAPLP
Target sequence (P41143 whole entry, looked up): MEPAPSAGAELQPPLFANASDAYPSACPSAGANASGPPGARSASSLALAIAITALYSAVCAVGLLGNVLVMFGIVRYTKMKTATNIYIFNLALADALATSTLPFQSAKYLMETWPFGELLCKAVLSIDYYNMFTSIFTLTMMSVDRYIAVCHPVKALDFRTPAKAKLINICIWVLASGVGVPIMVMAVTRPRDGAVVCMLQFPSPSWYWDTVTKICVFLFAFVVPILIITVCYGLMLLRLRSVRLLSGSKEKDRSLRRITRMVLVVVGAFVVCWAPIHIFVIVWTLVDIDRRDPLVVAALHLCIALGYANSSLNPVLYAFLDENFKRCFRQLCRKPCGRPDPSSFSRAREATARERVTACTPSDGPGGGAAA
AddAB inh: growth inhibition of E. coli expressing H. pylori AddAB, primary screen, AddAB inhibitor project, absorbance | inhibition, % at 11.9 µM | 330,000 tested, 0.29% active | AID 435030, 2010; in the data active = inhibition above about 12%;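 note: 0% = vehicle wells of infected cells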
HTR5A ag ctr: HTR5A agonists in luminescence cell assay, primary screen, counter-screen for OPRM1-OPRD1 heterodimer agonist project, full-deck HTS; 5-hydroxytryptamine receptor 5A (Homo sapiens), P47898; cell-based; activation, % at 9.3 µM; 340,000 tested, 0.61% active; AID 504692, 2011; in the data active = activation mostly above about 9.5%, no sharp cut-off; inactive = mostly below about 7.6%;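 note: 0% = cells with vehicle only and 100% = reference agonist; strong numbers were not always called active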
Target sequence (P47898 whole entry, looked up): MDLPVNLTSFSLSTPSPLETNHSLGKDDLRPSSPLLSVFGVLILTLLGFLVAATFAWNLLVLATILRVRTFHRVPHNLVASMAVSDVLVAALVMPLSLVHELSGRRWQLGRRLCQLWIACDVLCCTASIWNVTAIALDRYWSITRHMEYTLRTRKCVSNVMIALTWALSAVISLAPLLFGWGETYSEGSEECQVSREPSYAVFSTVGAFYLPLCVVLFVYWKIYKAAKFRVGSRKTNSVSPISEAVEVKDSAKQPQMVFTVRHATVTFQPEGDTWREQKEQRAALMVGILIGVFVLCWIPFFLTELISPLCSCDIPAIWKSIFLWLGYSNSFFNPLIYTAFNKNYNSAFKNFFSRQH
PfHsp90 set2: growth inhibition of PfHsp90-expressing yeast, primary screen, antimalarial PfHsp90 inhibitor project, S. cerevisiae, BacTiter-Glo luminescence, single point, set 2; inhibition, % at 9.4 µM; 310,000 tested, 0.32% active; BacTiter-Glo ATP, 48 h; yeast lacking PDR1 and PDR3 efflux regulators;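 active = every replicate shows inhibition above about 80%, whatever the replicate mean, limit read from the data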;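 note: 0% = DMSO neutral controls and 100% = 20 µM radicicol positive controls; yeast relying on Plasmodium falciparum Hsp90 in place of its own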
Mot1-301 SUMO: yeast Mot1-301 growth rescue at high temperature, primary screen, SUMOylation pathway inhibitor project, S. cerevisiae, ATP luminescence, 38.5C. growth rescue, % at 18.8 µM. S. cerevisiae Mot1-301 growth rescue; percent above DMSO median, 100 means doubled. 320,000 tested, 1% active;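 active = every valid replicate shows activation above 250% relative to neutral control wells; inactive = the rest, any valid replicate at or below 250%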;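 note: OY570 slx delta 5 strain wells were the positive control but not used for scaling; some compounds called inactive have numbers as strong as hits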
PKA-R1A act: activators of PKA-R1A holoenzyme, primary screen, biochemical, fluorescence polarization, Cy5-IP20, bovine R1A, mouse PKAc; cAMP-dependent protein kinase type I-alpha regulatory subunit (Bos taurus) + …; PKA-R1A dissociation; scaled: DMSO 0%, 113 µM cGMP 100%; activation, % at 11.4 µM; 340,000 tested, 0.083% active; AID 504707, 2011;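 active = percent activation above the mean of all tested compounds plus 3 SD, cut at about 19% in these data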;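 note: higher means more PKAc released from R1A so a rise in polarization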
DSG3 Ab inh: inhibitors of pemphigus antibody binding to DSG3, primary screen, biochemical, bead-based, flow cytometry, scFv-GFP; Desmoglein-3 (Homo sapiens), P32926; DSG3-coupled beads, scFv-anti-DSG3-GFP binding; hits give low values; binding (percent of control), % at 10 µM; 310,000 tested, 0.48% active;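 active = binding more than 3 SD below its plate's average and above zero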;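 note: hits lower antibody fragment binding to DSG3; some compounds called inactive have numbers as strong as hits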
MOR-DOR ag: agonists of OPRM1-OPRD1 heterodimerization, primary screen, cell-based, luminescence | Mu-type opioid receptor (Homo sapiens) + Delta-type opioid receptor (Homo sapiens), … | cells | activation, % at 9.3 µM | 340,000 tested, 0.3% active; in the data active = activation above about 18%;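 note: 0% = vehicle-treated cells and 100% = reference agonist; values of inactives mirror those of a sister screen read the other way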
phage Ecoli inh: growth loss of phage-infected E. coli, primary screen, RecBCD inhibitor project, absorbance, with phage, HTS | inhibition, % at 11.9 µM | 360,000 tested, 0.26% active | AID 651602, 2012; in the data active = inhibition above about 11%
HTR5A inv ag: HTR5A inverse agonists in luminescence cell assay, primary screen, counter-screen for OPRM1-OPRD1 heterodimer inverse agonist project, full-deck HTS; 5-hydroxytryptamine receptor 5A (Homo sapiens), P47898; HTR5A cell line, inverse agonism; inhibition, % at 9.3 µM; 340,000 tested, 0.083% active; AID 504634, 2011; in the data active = inhibition mostly above about 23%, no sharp cut-off; inactive = mostly below about 18%;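 note: 0% = cells with DMSO and 100% = no-cell wells with DMSO; some compounds called inactive have numbers as strong as hits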
E coli growth: E. coli V3065 growth inhibition, primary screen, counter-screen for AddAB inhibitor project, absorbance, OD600; 18 h; inhibition, % at 11.9 µM; 330,000 tested, 0.27% active;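 active = inhibition above the campaign's mean inhibition across all tested compounds plus 3 SD, cut at about 9.9% in these data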;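 note: uninfected addAB+ strain grown without phage in ampicillin broth; 0% = DMSO wells and 100% = ciprofloxacin 0.95 µg/ml wells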
* marks the source's active call; other numbers are inactive results.

Start of the data: the first 2 compounds, to show the layout:
How did N=C1C(c2nc(-c3ccc(F)cc3)cs2)=C(O)CN1CCCN1CCOCC1 do in these assays?
OPRM1-OPRD1 inv: 9; AddAB inh: -0.8; HTR5A ag ctr: 3; PfHsp90 set2: -10; Mot1-301 SUMO: 27; PKA-R1A act: 0; DSG3 Ab inh: 112; MOR-DOR ag: -1.5; phage Ecoli inh: 0.5; HTR5A inv ag: 1; E coli growth: -2.3

What do the screens show for `COc1ccccc1OCCC(=O)OCC(=O)NCc1ccc(Cl)cc1`?
OPRM1-OPRD1 inv: 11; AddAB inh: 3.8; HTR5A ag ctr: -3; PfHsp90 set2: 4; Mot1-301 SUMO: 4; PKA-R1A act: 6; DSG3 Ab inh: 92; MOR-DOR ag: -2.4; phage Ecoli inh: 1.4; HTR5A inv ag: 7; E coli growth: -2.3

This part in full (from the top)
How did N=C1C(c2nc(-c3ccc(F)cc3)cs2)=C(O)CN1CCCN1CCOCC1 do in these assays?
OPRM1-OPRD1 inv: 9; AddAB inh: -0.8; HTR5A ag ctr: 3; PfHsp90 set2: -10; Mot1-301 SUMO: 27; PKA-R1A act: 0; DSG3 Ab inh: 112; MOR-DOR ag: -1.5; phage Ecoli inh: 0.5; HTR5A inv ag: 1; E coli growth: -2.3

What do the screens show for `COc1ccccc1OCCC(=O)OCC(=O)NCc1ccc(Cl)cc1`?
OPRM1-OPRD1 inv: 11; AddAB inh: 3.8; HTR5A ag ctr: -3; PfHsp90 set2: 4; Mot1-301 SUMO: 4; PKA-R1A act: 6; DSG3 Ab inh: 92; MOR-DOR ag: -2.4; phage Ecoli inh: 1.4; HTR5A inv ag: 7; E coli growth: -2.3

What do the screens show for `COc1cc(C(=O)Nc2cc(-c3ccccc3)[nH]n2)cc(OC)c1OC`?
OPRM1-OPRD1 inv: 6; AddAB inh: 1.2; HTR5A ag ctr: -1; PfHsp90 set2: -29; Mot1-301 SUMO: -2; PKA-R1A act: -3; DSG3 Ab inh: 106; MOR-DOR ag: -1.2; phage Ecoli inh: 0.9; HTR5A inv ag: 3; E coli growth: -2.2

What do the screens show for `CCOC(=O)Cn1nnnc1CN(Cc1ccc(OC)cc1)Cc1cc2cc(C)ccc2[nH]c1=O`?
OPRM1-OPRD1 inv: -7; AddAB inh: -0.3; HTR5A ag ctr: -4; PfHsp90 set2: -59; Mot1-301 SUMO: -9; PKA-R1A act: 7; DSG3 Ab inh: 99; MOR-DOR ag: 1.2; phage Ecoli inh: -3.5; HTR5A inv ag: 6; E coli growth: -1.9

How did CCC(C)NC(=O)COc1ccc(OCc2ccccc2)cc1 (stereo not given) do in these assays?
OPRM1-OPRD1 inv: 11; AddAB inh: 0.7; HTR5A ag ctr: 4; PfHsp90 set2: -46; PKA-R1A act: -5; DSG3 Ab inh: 99; MOR-DOR ag: -2.2; phage Ecoli inh: 3.3; HTR5A inv ag: -12; E coli growth: 2.9

How did COc1ccc2sc(-c3ccccc3OC)c(-c3ccc4c(c3)OCCO4)c2c1 do in these assays?
OPRM1-OPRD1 inv: -15; AddAB inh: 1.4; HTR5A ag ctr: -2; PfHsp90 set2: -10; Mot1-301 SUMO: -7; PKA-R1A act: 7; DSG3 Ab inh: 103; MOR-DOR ag: 2.7; phage Ecoli inh: 1.0; HTR5A inv ag: 6; E coli growth: -0.2

What do the screens show for `O=C(COc1ccccc1[N+](=O)[O-])NCC1COc2ccccc2O1` (stereo not given)?
OPRM1-OPRD1 inv: 3; AddAB inh: -0.1; HTR5A ag ctr: -2; PfHsp90 set2: 7; Mot1-301 SUMO: -12; PKA-R1A act: -7; DSG3 Ab inh: 127; MOR-DOR ag: -0.5; phage Ecoli inh: 1.2; HTR5A inv ag: 8; E coli growth: -1.2

What do the screens show for `COc1ccnc(Oc2ccc(F)cc2)c1C(=O)N/C=N/OCc1ccc(Cl)cc1Cl`?
OPRM1-OPRD1 inv: -10; AddAB inh: 1.8; HTR5A ag ctr: 2; PfHsp90 set2: 5; Mot1-301 SUMO: -9; PKA-R1A act: -8; DSG3 Ab inh: 121; MOR-DOR ag: 1.7; phage Ecoli inh: 4.5; HTR5A inv ag: -5; E coli growth: 3.9

How did CCOC(=O)N1CCN(C(=O)/C=C/c2c(C)nn(-c3ccc(F)cc3)c2Cl)CC1 do in these assays?
OPRM1-OPRD1 inv: 16; HTR5A ag ctr: -3; PfHsp90 set2: -1; PKA-R1A act: 2; DSG3 Ab inh: 99; MOR-DOR ag: -3.4; phage Ecoli inh: 5.3; HTR5A inv ag: 10

What do the screens show for `Cc1ccc(CC2SC(N=C(N)N)=NC2=O)cc1` (stereo not given)?
OPRM1-OPRD1 inv: 15; AddAB inh: 0.3; HTR5A ag ctr: -3; PfHsp90 set2: 1; Mot1-301 SUMO: -7; PKA-R1A act: 5; DSG3 Ab inh: 108; MOR-DOR ag: -3.2; phage Ecoli inh: -2.9; HTR5A inv ag: 10; E coli growth: 0.1

How did CC(C)(C)C(=O)NC(=S)Nc1cc(C(F)(F)F)ccc1N1CCOCC1 do in these assays?
OPRM1-OPRD1 inv: -25; AddAB inh: 1.3; HTR5A ag ctr: 0; PfHsp90 set2: 6; Mot1-301 SUMO: 15; PKA-R1A act: -7; DSG3 Ab inh: 106; MOR-DOR ag: 4.2; phage Ecoli inh: 1.9; HTR5A inv ag: 11; E coli growth: 2.9

What do the screens show for `CCOC(=O)CSc1nc2sc3c(c2c(=O)n1-c1ccccc1)CCN(C(C)C)C3`?
OPRM1-OPRD1 inv: 12; AddAB inh: -1.2; HTR5A ag ctr: -1; PfHsp90 set2: 2; Mot1-301 SUMO: -10; PKA-R1A act: -12; DSG3 Ab inh: 97; MOR-DOR ag: -2.4; phage Ecoli inh: 0.9; HTR5A inv ag: 4; E coli growth: -0.8

Results for OC(C#CCN1CCOCC1)c1cccs1 (stereo not given) ?
OPRM1-OPRD1 inv: 15; AddAB inh: 1.9; HTR5A ag ctr: 4; Mot1-301 SUMO: -1; PKA-R1A act: -11; MOR-DOR ag: -2.7; phage Ecoli inh: 2.6; HTR5A inv ag: 3; E coli growth: -1.3

Results for C[C@H]1COC(=O)[C@@H](Cc2ccc(F)cc2)C/C=C\C[C@H](CC(=O)NCCO)C(=O)N1 ?
OPRM1-OPRD1 inv: 11; AddAB inh: 3.6; HTR5A ag ctr: 2; PfHsp90 set2: 5; Mot1-301 SUMO: -11; PKA-R1A act: -6; DSG3 Ab inh: 99; MOR-DOR ag: -1.9; phage Ecoli inh: 2.9; HTR5A inv ag: -2; E coli growth: 0.3

What do the screens show for `O=C(CNC(=O)c1ccc(N2C(=O)c3ccccc3C2=O)cc1)OCC(=O)c1ccccc1`?
OPRM1-OPRD1 inv: 4; AddAB inh: -1.0; HTR5A ag ctr: 0; PfHsp90 set2: -15; Mot1-301 SUMO: 6; PKA-R1A act: 3; DSG3 Ab inh: 95; MOR-DOR ag: -0.6; phage Ecoli inh: 2.1; HTR5A inv ag: 0; E coli growth: 1.3

How did O=S(=O)(Nc1ncccn1)c1cc(Cl)ccc1Cl do in these assays?
OPRM1-OPRD1 inv: 6; AddAB inh: 4.5; HTR5A ag ctr: 1; PfHsp90 set2: 2; Mot1-301 SUMO: 1; PKA-R1A act: 6; DSG3 Ab inh: 100; MOR-DOR ag: -1.2; phage Ecoli inh: 1.0; HTR5A inv ag: -4; E coli growth: -0.9

How did N#Cc1ccccc1Cn1c(=O)n(CCC(=O)NCc2ccco2)c(=O)c2ccccc21 do in these assays?
OPRM1-OPRD1 inv: 17; AddAB inh: 0.0; HTR5A ag ctr: -3; PfHsp90 set2: -15; Mot1-301 SUMO: -11; PKA-R1A act: -13; DSG3 Ab inh: 108; MOR-DOR ag: -3.1; phage Ecoli inh: 2.3; HTR5A inv ag: 2; E coli growth: 0.9

What do the screens show for `C/C(=N\NC(N)=O)c1ccc(Cl)cc1`?
OPRM1-OPRD1 inv: 0; AddAB inh: 1.1; HTR5A ag ctr: -3; PfHsp90 set2: 0; Mot1-301 SUMO: -1; PKA-R1A act: 0; DSG3 Ab inh: 109; MOR-DOR ag: 0.0; phage Ecoli inh: 3.6; HTR5A inv ag: -6; E coli growth: -0.9

Results for O=C(Cn1ccc2ccccc2c1=O)NCCC(=O)NC1CCN(Cc2ccccc2)CC1 ?
OPRM1-OPRD1 inv: 5; AddAB inh: -1.7; HTR5A ag ctr: -2; PfHsp90 set2: 11; Mot1-301 SUMO: -11; PKA-R1A act: 0; DSG3 Ab inh: 95; MOR-DOR ag: -0.9; phage Ecoli inh: 2.2; HTR5A inv ag: -14; E coli growth: 0.4

Results for O=C(C1=C[C@@H](C2CC2)C[C@@H](OCCCCO)O1)N1CCN(Cc2ccccc2)CC1 ?
OPRM1-OPRD1 inv: 2; AddAB inh: 1.3; HTR5A ag ctr: -6; PfHsp90 set2: -6; Mot1-301 SUMO: 1; PKA-R1A act: -7; DSG3 Ab inh: 100; MOR-DOR ag: -0.4; phage Ecoli inh: -0.8; HTR5A inv ag: 16; E coli growth: -1.0

Results for O=C(Nc1ccccc1)/C(=C/c1cccnc1)NC(=O)c1ccccc1 ?
OPRM1-OPRD1 inv: 17; AddAB inh: -0.8; HTR5A ag ctr: 0; PfHsp90 set2: 10; Mot1-301 SUMO: -8; PKA-R1A act: -13; DSG3 Ab inh: 93; MOR-DOR ag: -3.3; phage Ecoli inh: -1.1; HTR5A inv ag: 1; E coli growth: -0.2

How did COc1ccccc1/C=N/NC(=O)CNC(=O)c1ccc(S(=O)(=O)N(C)C)cc1 do in these assays?
OPRM1-OPRD1 inv: -5; AddAB inh: 1.3; HTR5A ag ctr: 2; PfHsp90 set2: 1; Mot1-301 SUMO: 535; PKA-R1A act: 2; DSG3 Ab inh: 92; MOR-DOR ag: 0.7; phage Ecoli inh: 2.3; HTR5A inv ag: -7; E coli growth: 0.6

Results for Cc1noc(C)c1C(=O)OC(C)C(=O)Nc1ccc(S(=O)(=O)NC(C)C)cc1 (stereo not given) ?
OPRM1-OPRD1 inv: 9; AddAB inh: 2.2; HTR5A ag ctr: 0; PfHsp90 set2: 10; Mot1-301 SUMO: -7; PKA-R1A act: -13; DSG3 Ab inh: 104; MOR-DOR ag: -1.9; phage Ecoli inh: 4.6; HTR5A inv ag: -20; E coli growth: -0.8

What do the screens show for `COc1ccc(C(=O)NCC(=O)N/N=C/C=C/c2ccccc2)cc1OC`?
OPRM1-OPRD1 inv: -1; AddAB inh: 1.8; HTR5A ag ctr: 6; PfHsp90 set2: -1; Mot1-301 SUMO: -8; PKA-R1A act: 0; DSG3 Ab inh: 87; MOR-DOR ag: 0.2; phage Ecoli inh: 0.7; HTR5A inv ag: -18; E coli growth: -2.4

Screens (PubChem BioAssay)
